# Screening data from PubChem BioAssay.
# RGS4 act: potentiators or activators of RGS4 | B-score at 10 µM | HEK293 M3R/inducible RGS4, carbachol calcium flux Fluo4; stronger effect = lower value | 310,000 tested, 0.92% active | AID 463111;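 active = B-score of the integrated calcium signal more than 4 SD below the library mean, with starting fluorescence not abnormally high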;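 note: negative B-score means reduced calcium response which marks RGS4 activation or potentiation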
#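 Assay system: Inducible-RGS4 HEK293 cells carrying M3 receptor | Schedule: Compound preincubation 20 min at room temperature before agonist | Signal: Kinetic calcium fluorescence imaging with Fluo4-AM dye, 2 µM | Read-out basis: B score from integrated fluorescence ratio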
# KCNK3 inh: human KCNK3 channel inhibition, primary screen; O14649; CHO-KCNK3 thallium flux, FluxOR fluorescence; stronger effect = lower value; B-score at 10 µM; 340,000 tested, 0.84% active; AID 602410;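 active = B-score under library mean minus 4 SD, starting fluorescence ratio at most library mean plus 5 SD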;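 note: more negative B-score means stronger inhibition of thallium flux through KCNK3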
# KCNQ1 block: inhibitors of human KCNQ1 potassium channel; P51787; CHO-K1 KCNQ1, FluxOR thallium flux fluorescence; stronger effect = higher value; B-score at 10 µM; 310,000 tested, 1.3% active; AID 2642;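 active = compounds whose thallium flux B-score, printed positive for inhibition, exceeds three library SD while starting fluorescence stays within three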;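 note: channel opened by potassium depolarization with thallium stimulus after 20 min compound exposure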
# Target sequence (P51787 whole entry, looked up): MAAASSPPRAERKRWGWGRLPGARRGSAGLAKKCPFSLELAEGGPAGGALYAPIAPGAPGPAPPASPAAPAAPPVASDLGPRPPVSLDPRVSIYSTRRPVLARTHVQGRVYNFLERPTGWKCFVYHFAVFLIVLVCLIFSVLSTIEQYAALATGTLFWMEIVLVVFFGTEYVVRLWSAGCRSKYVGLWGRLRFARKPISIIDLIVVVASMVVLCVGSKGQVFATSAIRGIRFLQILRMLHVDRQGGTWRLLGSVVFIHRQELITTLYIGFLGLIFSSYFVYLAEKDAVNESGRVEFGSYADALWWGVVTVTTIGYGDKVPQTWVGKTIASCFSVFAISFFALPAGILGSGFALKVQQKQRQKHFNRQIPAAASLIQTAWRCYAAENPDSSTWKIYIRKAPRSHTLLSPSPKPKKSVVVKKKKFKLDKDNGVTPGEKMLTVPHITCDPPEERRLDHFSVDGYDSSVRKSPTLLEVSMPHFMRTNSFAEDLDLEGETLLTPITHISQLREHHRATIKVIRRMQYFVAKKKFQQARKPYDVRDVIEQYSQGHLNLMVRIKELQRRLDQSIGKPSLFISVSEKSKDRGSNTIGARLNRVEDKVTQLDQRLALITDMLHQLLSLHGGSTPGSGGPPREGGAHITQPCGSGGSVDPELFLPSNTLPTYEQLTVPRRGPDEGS
# GSK3 alpha inh: human GSK-3 alpha kinase inhibition | P49840 | 320,000 tested, 0.1% active | inhibition, % at 10 µM | ADP-Glo luminescence, 60 min | AID 2650;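 in the data active = inhibition above about 50%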;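 note: GST-tagged GSK-3 alpha with peptide substrate and 25 µM ATP; 0% = DMSO neutral wells and 100% = GW8510 positive control wells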
# RGS4 inh: inhibitors of human RGS4. B-score at 10 µM. P49798. HEK293 M3R/RGS4 inducible, Fluo-4 calcium flux; stronger effect = higher value; triggered by carbachol at its EC20. 310,000 tested, 0.45% active;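 active = B-score, a plate-corrected calcium signal, over three deviations above library mean, with baseline fluorescence within five deviations of library mean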;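 note: RGS4 expression induced by doxycycline in cells with stable M3 receptor; B-score is computed from the integrated fluorescence ratio over baseline after carbachol; higher B-score means a larger calcium signal and so more RGS4 inhibition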
# Target sequence (P49798 whole entry, looked up): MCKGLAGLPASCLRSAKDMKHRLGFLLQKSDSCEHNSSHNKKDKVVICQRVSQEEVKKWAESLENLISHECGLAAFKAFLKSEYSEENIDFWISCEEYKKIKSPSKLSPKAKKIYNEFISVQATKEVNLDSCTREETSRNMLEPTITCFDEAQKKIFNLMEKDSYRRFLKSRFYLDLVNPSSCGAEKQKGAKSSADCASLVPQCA
# hERG protect: compounds protecting human hERG from proarrhythmic drug block. Q12809. CHO-hERG, FluxOR thallium flux, dofetilide IC70 present. activation (rescue from dofetilide block), less the hit threshold, % at 10 µM. 310,000 tested, 0.51% active. AID 1511;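 active = activation above the mean of controls blocked by dofetilide plus 5 SD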;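 note: thallium influx through hERG after potassium depolarization seen as dye fluorescence rise; in these data hits start at about 4.7%; inactives centre near -7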
# KCNK9 block: inhibitors of human KCNK9 two-pore domain potassium channel. HEK293 KCNK9, FluxOR thallium flux fluorescence; stronger effect = lower value. Q9NPC2. AID 488922. 310,000 tested, 1.2% active. B-score at 10 µM;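 active = ratio B-score over 3 SD below the library mean, with starting fluorescence within 5 SD of its mean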;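 note: negative B-score means less thallium flux so channel inhibition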
# GSK3B inh: blocks human GSK3beta kinase activity. GST-GSK3beta kinase, ADP-Glo luminescence, 60 min; stronger effect = lower value. activity score (negative = inhibition), % at 10 µM. 300,000 tested, 0.038% active. AID 2097;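 active = more than half of replicate wells score below -50%, meaning over 50% inhibition versus plate controls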;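 note: 0% = median DMSO wells and -100% = median GW8510 positive control wells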
#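 Test system – GST-tagged human GSK3beta kinase, cell-free · Incubation – 60 min enzyme reaction, room temperature · Signal – ADP-Glo luminescence · Also added – peptide substrate and ATP at 25 µM · Controls – DMSO neutral wells and GW8510 at 20 µM as positive · Buffer or medium – Tris/MgCl2 kinase buffer · Measure – Luminescence-derived activity versus plate DMSO and GW8510 wells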
# PolyA inh: yeast polyadenylation inhibition; S. cerevisiae SKY197-pL101 polyadenylation reporter, beta-gal luminescence; efflux-impaired pdr1/pdr3 knockout yeast; score 100 = 6 SD above DMSO; calls only at 12 µM; 300,000 tested, 0.02% active; AID 1875;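 active = lowest replicate activity score at least 50, where 100 means six control SD above control mean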;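 note: yeast exposed to compound for 9 h at 30 °C; higher score means more reporter readthrough which indicates perturbed polyadenylation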
# KCNQ1 pot: potentiators or activators of human KCNQ1 potassium channel | P51787 | CHO-K1 KCNQ1, thallium flux FluxOR fluorescence; stronger effect = higher value | B-score at 10 µM | 310,000 tested, 0.35% active | AID 2648;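 active = fluorescence ratio B-score, a plate-corrected score, at least three library SD, with initial intensity B-score within 5 SD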
#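 Medium – assay buffer, equal DMSO in all wells · Material – CHO-K1 cell line with stable KCNQ1 potassium channel expression · Signal – kinetic FluxOR thallium fluorescence, 10-s 1-Hz baseline, 110-s post-stimulus read · Compound – single concentration per compound, DMSO matched to controls · Schedule – 37 °C overnight plating, 90-min dark dye load, 20-min compound pretreatment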
# Dyrk1A ADPGlo: Dyrk1A (rat) kinase inhibition; ADP-Glo luminescence, NFATc1 peptide; inhibition, % at 12.5 µM; AID 504441; Q63470; 310,000 tested, 0.43% active; in the data active = inhibition above about 50%;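 note: plate controls were vehicle with enzyme for no effect and no enzyme for full effect; many of its hits are not listed in these tables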
# * hit, by the source's call; i = inactive; . = no result given. Some of the compounds tested; count on the stated rates, not on these rows.
SMILES,RGS4 act,KCNK3 inh,KCNQ1 block,GSK3 alpha inh,RGS4 inh,hERG protect,KCNK9 block,GSK3B inh,PolyA inh,KCNQ1 pot,Dyrk1A ADPGlo
O=C1CCCCCN1CSc1nc2ccccc2s1,i,i,i,3,i,-7,i,-5,i,i,5
Cc1ccc(C2CC2C(=O)NNC(=S)Nc2cccc(C)c2)cc1 (configuration not stated),i,i,i,2,i,0,i,-6,i,i,0
O=C(OCc1cnc(Cl)s1)c1cccs1,i,i,i,-2,i,-16,i,-2,i,i,1
CCOC(=O)c1sc2nc(CN3CCN(c4cccc(C(F)(F)F)c4)CC3)[nH]c(=O)c2c1C,i,i,i,0,i,-4,i,0,i,i,-3
Cn1nc(C(=O)N2CCN(c3ccc([N+](=O)[O-])cc3)CC2)c2c1-c1ccccc1S(=O)(=O)C2,i,i,i,.,i,-7,i,-5,i,i,-3
O=C(Nc1ccc(S(=O)(=O)N2CCOCC2)cc1)c1cc(-c2cc(Cl)ccc2O)n[nH]1,-8.4*,-8.7*,i,1,i,-16,i,2,i,i,6
CCC(=O)Nc1nnc(S(=O)(=O)N(C)c2ccccc2)s1,i,i,i,-1,i,-14,i,-2,i,i,0
CCOC(=O)/C(C#N)=C/c1c(N2CCN(c3ccccc3)CC2)nc2ccccn2c1=O,i,i,i,15,i,-11,i,2,i,i,-4
CC1CN(Cc2nc3c(c(=O)n(C)c(=O)n3C)n2CC(O)CO)CC(C)O1 (configuration not stated),i,i,i,-1,i,-7,i,2,i,i,2
COc1ccc(CCNC(=O)CSc2nnc3ccc(-c4cccnc4)nn23)cc1,i,i,i,7,i,-6,i,-1,i,i,4
c1csc(-c2ccnc3ncnn23)c1,i,i,i,4,i,-10,i,-1,i,i,-11
CN1N=C(C(F)(F)F)CC1=O,i,i,i,0,i,-5,i,-1,i,i,-2
Cc1ccc(S(=O)(=O)CCC(=O)Nc2nc(C(C)(C)C)cs2)cc1,i,i,i,2,i,-8,i,3,i,i,3
CCN(CC)S(=O)(=O)c1ccc2[nH]c(=O)cc(C(=O)Nc3ccc(C)cc3)c2c1,i,i,i,-2,i,-11,i,-4,i,i,-5
C=CCn1c(SCC(=O)N2CCCC2)nc2c([nH]c3ccccc32)c1=O,i,i,i,3,i,-9,i,-2,i,i,5
CCOc1ccc(CNC(=O)CCc2cn(Cc3ccccc3)c3ccccc23)cc1,i,i,i,.,i,-11,i,0,i,i,4
CC(C)c1ccc(NC(=O)C2CCN(c3ncnc4c3nc3n4CCCCC3)CC2)cc1,i,i,i,0,i,-4,i,2,i,i,-6
O=C(Cc1ccc(Cl)cc1)NCC(=O)N1CCN(c2ccccc2)CC1,i,i,i,0,i,-9,i,-9,i,i,-3
CCOC(=O)Cc1csc(-n2sc3ccccc3c2=O)n1,i,i,i,-1,i,0,i,1,i,i,1
O=C(CN1CCN(c2ccccc2O)CC1)Nc1cc([N+](=O)[O-])ccc1Cl,i,i,i,-2,i,-6,i,-3,i,i,-3
O=C(CC1C(=O)NCCN1Cc1ccccc1C(F)(F)F)NCCn1cccn1 (configuration not stated),i,i,i,-2,i,-10,i,1,i,i,3
Cc1[nH]c2ccccc2c1/C=N/Nc1ccc([N+](=O)[O-])cc1S(=O)(=O)Nc1ccc(Cl)cc1,i,i,i,-2,i,-6,i,1,i,i,6
Cc1ccc(NC(=O)CN(C)C(=O)c2cc(-c3ccco3)nc3ccccc23)cc1,-8.3*,i,i,0,i,-13,i,-1,i,i,1
C/C(=N\NC(=O)c1nnn(-c2nonc2N)c1-c1ccc2c(c1)OCO2)c1ccc(C)cc1,i,i,i,-2,i,-3,i,0,i,i,-2
COc1ccc(/C=C2\SC(=O)N(CC(=O)NC3C=CS(=O)(=O)C3)C2=O)cc1 (configuration not stated),i,i,i,1,i,-8,i,-5,i,i,.
CCN(CC(=O)Nc1ccc(OC)c(OC)c1)S(=O)(=O)c1ccc(C)cc1,i,i,i,1,i,-5,i,0,i,i,-5
Cc1[nH]c(C)c(S(=O)(=O)NCc2ccc(N(C)C)cc2)c1C(=O)N1CCCC1,i,i,i,-1,i,-7,i,4,i,i,-2
COc1ccc(CNC(=O)COC(=O)/C=C/c2ccc(Cl)cc2)cc1,i,i,i,-2,i,-17,i,0,i,i,.
COc1cc(=O)oc(-c2ccccc2)c1C(C)=O,i,i,i,-1,i,-3,i,0,i,i,-5
O=C(COc1ccccc1)Nc1ncn[nH]1,i,i,i,0,i,-9,i,-2,i,i,10
O=C(NC1CCCC1)C(c1ccc(N2CCOCC2)cc1)N(Cc1ccccc1)C(=O)c1ccco1 (configuration not stated),i,i,i,-1,i,-1,i,2,i,i,-5
CCCCCOCC1CC(C/C(C)=N/NC(N)=O)(C(=O)OCC)C(=O)O1 (configuration not stated),i,i,i,-3,i,-8,i,2,i,i,.
O=[N+]([O-])c1ccc(-c2ccc(S(=O)(=O)N3CCOCC3)cc2)cc1,i,i,i,3,i,0,i,-2,i,i,12
O=C(Nc1ccc2ccccc2c1)c1ccc(Cl)cc1Cl,i,i,i,-1,i,-2,i,-3,i,i,-1
Cc1ccc(C)c(NC(=O)CSc2nncn2C)c1,i,i,i,.,i,-9,i,1,i,i,.
Cc1cccc(-n2c(SCC(=O)NCc3ccco3)nc3ccccc3c2=O)c1,i,i,i,-2,i,-19,i,-1,i,i,-6
Cn1cccc1/C=N/NC(=O)Cc1cccc2ccccc12,i,i,i,-1,i,-9,i,-1,i,i,0
O=C(CN1C(=O)c2ccccc2S1(=O)=O)c1cccc(Br)c1,i,i,i,1,i,-11,i,0,i,i,-1
Cn1cc(CN2CCCC(C(=O)c3cccs3)C2)c(-c2cccc(Cl)c2)n1 (configuration not stated),i,i,i,-2,i,-14,i,3,i,i,-14
CSc1ccccc1C(=O)NCCCOC(C)C,i,i,i,-5,i,-9,i,-2,i,i,14
CCOC(=O)N1CCC(NC(=O)c2cnn3cccnc23)CC1,i,i,i,4,i,-6,i,-1,i,i,-2
O=C(CCc1ccccc1)Nc1ccc2ccccc2n1,i,i,i,0,i,-4,i,1,i,i,8
O=C(N/N=C/C=C/c1ccccc1[N+](=O)[O-])c1ccncc1,i,i,i,5,i,-6,i,-1,i,i,0
O=C(O)CCNC(=O)C12CC3CC(CC(C3)C1)C2,i,i,i,-8,i,-5,i,-3,i,i,-1
O=c1[nH]c2cc3c(cc2cc1C(c1nnnn1Cc1ccccc1)N1CCCc2ccccc21)OCO3 (configuration not stated),i,.,i,0,i,-5,i,3,i,i,.
NC(=O)COC(=O)CCSc1ccc(Cl)cc1,i,i,i,1,i,-15,i,4,i,i,1
COc1ccc(N(CC(=O)Nc2ccc3c(c2)OCO3)S(=O)(=O)c2c(C)nn(C)c2C)cc1,i,i,i,-1,i,-8,i,-5,i,i,5
Cc1ccc2[nH]c3c(c2c1)CN(C(=O)CN1CCN(c2cccc(C)c2C)CC1)CC3,i,i,i,1,i,-12,i,-1,i,i,-8
CC1(C)C(=O)OC(/C=C\c2ccccc2)C(C)(C)C1=O (configuration not stated),i,i,i,-3,i,-10,i,-2,i,i,-5
CNc1nc(-c2ccc3c(c2)CCN3C(=O)CC(C)(C)C)c(C)s1,i,i,i,1,i,-10,i,1,i,i,1
Cc1nc2ccccc2n1C1CCN(CC(=O)NCc2ccc(F)cc2)CC1,i,i,i,8,i,-1,i,-2,i,i,10
CC1CCCc2sc3nc(NCc4ccco4)n4ncnc4c3c21 (configuration not stated),i,i,8*,3,i,-3,i,-6,.,i,35
CCN1C(=O)[C@@H]2[C@@H](c3ccc(-c4ccc(OC)cc4)cc3)N3CCC[C@@]3(C(=O)OC)[C@@H]2C1=O,i,i,i,0,i,-14,i,0,i,i,7
O=C/C(=C\Nc1ccc(Cl)cn1)c1nc2ccccc2o1,i,i,i,1,i,-1,i,-1,i,i,5
COCCCNC(=O)COc1ccc(Br)cc1Cl,i,i,i,0,i,-5,i,-3,i,i,-1
COc1ccc(CCNC(=O)c2ccc3c(c2)OCCO3)cc1,i,i,i,0,i,-1,i,4,i,i,1
O=C(N1CCCCCC1)N1CCN(S(=O)(=O)N2CCOCC2)CC1,i,i,i,-2,i,-4,i,-1,i,i,-4
Cc1cccc(C)c1NC(=O)C1(N(Cc2ccco2)C(=O)CC2NC(=O)NC2=O)CCCCC1 (configuration not stated),i,i,i,3,i,-6,i,1,i,i,0
CC(/C=N/NC(=O)c1cnccn1)=C\c1ccco1,i,i,i,-1,i,-9,i,3,i,i,.
CCN1CCN(CC(=O)N2N=C(c3cccs3)CC2c2ccc(OC)c(OC)c2)C(=O)C1=O (configuration not stated),i,i,i,0,i,-11,i,1,i,i,-6
# Other structures follow:
SMILES,RGS4 act,KCNK3 inh,KCNQ1 block,GSK3 alpha inh,RGS4 inh,hERG protect,KCNK9 block,GSK3B inh,PolyA inh,KCNQ1 pot,Dyrk1A ADPGlo
O=C(Cc1ccccc1)NC1CCN(C(=O)c2ccc([N+](=O)[O-])cc2)CC1,i,i,i,-2,i,-3,i,0,i,i,6
CCOC(=O)N1C/C(=C\c2ccccc2)C(=O)/C(=C/c2ccccc2)C1,i,-10*,10*,.,i,-13,i,3,i,i,.
COc1ccccc1CNC(=O)C1COc2ccccc2O1 (configuration not stated),i,i,i,-2,i,-7,i,1,i,i,0
CN1CCCN(Cc2ccccc2Br)CC1,i,i,i,-2,i,-2,i,.,i,i,8
CCC(=O)N1C(=O)CCN(C(C)=O)c2ccccc21,i,i,i,0,i,-11,i,2,i,i,-5
